Assay outcomes as filed in PubChem.
GAA inhib = blocks human lysosomal alpha-glucosidase. 200,000 tested, 0.005% active. Potency, µM (highest dose often 76.9 µM), inactives show at the highest dose activity change, negative = inhibition, usual class: inhibitors. P10253. purified human GAA, 4-MU-alpha-glucoside fluorescence;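 note: plate controls were uninhibited enzyme wells for no effect and no-enzyme background for full effect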
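Activity normalized between no-enzyme (basal) and enzyme-only wells. Conditions: 4 nM human enzyme, 400 uM fluorogenic substrate, citrate/phosphate pH 5.0 with Tween-20, 20 min room temperature, compounds up to 77 uM.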
Epigenetic derep = epigenetic control regulation, reporter derepression; Potency, µM (doses to about 53.9 µM), for the others: at the highest dose GFP activation, most hits filed as activators; murine LDR cells, GFP reporter derepression, 30 h; 280,000 tested, 0.2% active; note: % of control where 0% means no effect; nearly all actives have a fitted effect of over 60% in size
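In this reporter-derepression format, murine cells bearing a silenced integrated CMV-GFP locus incubate with test compound (30 h, 37 C), then are washed and imaged; fluorescent objects of 20–120 um count as induced cells.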
ALDH1A1 inh = inhibitors of human aldehyde dehydrogenase 1A1. Purified ALDH1A1, NADH fluorescence, propionaldehyde substrate. 220,000 tested, 7.3% active. P00352. Potency, µM (titrated, usually from 75.3 µM), without a hit: at the top dose activity, negative = inhibition, actives largely listed as inhibitors; active = well fitted inhibition curve with a large enough effect, not every such curve was filed as active; inconclusive = small, poorly fitted or top-dose-only effect, or another doubt; inactive = no such curve, though single readings can be large or run the other way;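 note: plate controls were no enzyme wells and a reference inhibitor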
Target sequence (P00352 whole entry, looked up): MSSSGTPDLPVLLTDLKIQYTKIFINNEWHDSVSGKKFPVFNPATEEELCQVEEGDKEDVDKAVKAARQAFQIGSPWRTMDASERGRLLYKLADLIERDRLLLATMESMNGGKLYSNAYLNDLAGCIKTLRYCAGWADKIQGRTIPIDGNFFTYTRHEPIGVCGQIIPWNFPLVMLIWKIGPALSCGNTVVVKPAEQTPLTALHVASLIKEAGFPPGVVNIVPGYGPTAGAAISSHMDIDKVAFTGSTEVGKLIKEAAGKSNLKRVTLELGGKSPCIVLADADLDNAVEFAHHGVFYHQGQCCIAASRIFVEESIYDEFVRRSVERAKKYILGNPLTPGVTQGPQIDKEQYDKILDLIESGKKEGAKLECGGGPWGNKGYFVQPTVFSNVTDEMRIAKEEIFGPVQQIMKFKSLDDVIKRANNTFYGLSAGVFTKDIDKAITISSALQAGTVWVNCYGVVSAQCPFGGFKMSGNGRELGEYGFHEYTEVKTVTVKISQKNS
aGal spleen mod = inhibits or activates alpha-galactosidase in human spleen homogenate. P06280. 240,000 tested, 0.008% active. Potency, µM (doses to about 80 µM), for inactives: top-dose activity change, negative = inhibition, hits mostly inhibitors. human spleen homogenate, 4MU-alpha-Gal fluorescence, 40 min;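 note: 0% = enzyme with vehicle and -100% = no enzyme basal signal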
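Fluorogenic readout (Ex 365/Em 440 nm) of 4-methylumbelliferone released from 1 mM 4-MU-alpha-galactoside by spleen homogenate, 40 min at 37C, pH 5.0. Data normalized to no-enzyme and enzyme controls; Hill-equation AC50 from compound titrations.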
NPSR antag = neuropeptide S receptor (human) antagonism, cAMP; Q6W5P4; CHO-NPSR cells, cAMP TR-FRET, antagonist mode; Potency, µM (highest dose often 38.3 µM), for inactives: at the top dose activity change, negative = inhibition, most hits filed as inhibitors; 220,000 tested, 1% active; AID 1461; note: % is set by controls: 0 for no effect and ±100 for the full control effect; nearly all actives have a fitted effect of over 50% in size; many of its hits are not listed in these tables
Target sequence (Q6W5P4 whole entry, looked up): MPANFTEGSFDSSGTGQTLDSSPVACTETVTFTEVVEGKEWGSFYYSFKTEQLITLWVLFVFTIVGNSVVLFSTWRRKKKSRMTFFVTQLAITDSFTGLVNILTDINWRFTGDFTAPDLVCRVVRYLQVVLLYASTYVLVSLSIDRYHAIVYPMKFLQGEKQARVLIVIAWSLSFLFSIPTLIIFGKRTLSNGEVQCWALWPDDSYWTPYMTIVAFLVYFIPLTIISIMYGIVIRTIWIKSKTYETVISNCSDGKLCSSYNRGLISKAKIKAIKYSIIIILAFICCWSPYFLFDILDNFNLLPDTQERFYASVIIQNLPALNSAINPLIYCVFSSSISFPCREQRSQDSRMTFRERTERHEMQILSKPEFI
Tau fluor cs = counter-screen for tau fibril formation inhibitors; tau K18 P301L Alexa594 fluorescence, heparin fibrillization; Potency, µM (titrated, usually from 57.7 µM), inactives show at the top dose activity change, negative = decrease; 280,000 tested, 0.93% active; AID 1463; note: % is set by controls: 0 for no effect and ±100 for the full control effect; nearly all actives have a fitted effect of over 55% in size
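Human tau K18 P301L (15 uM unlabeled, 0.24 uM Alexa 594-labeled) in 100 mM sodium acetate pH 7 with 20 uM heparin, 6 hr at 37 C. ThT 30 uM added, 1 hr ambient; Alexa 594 FP and total fluorescence read at 555/632 nm.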
GAA glycogen = inhibitors or activators of human alpha-glucosidase glycogen cleavage | Potency, µM (doses to about 76.4 µM), inactives show at the highest dose activity change, negative = inhibition, usual class: inhibitors | 300,000 tested, 0.38% active | P10253 | recombinant GAA, glycogen substrate, Amplex Red glucose oxidase fluorescence;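 note: 0% = full enzyme reaction and -100% = no-enzyme basal signal; the screen sought inhibitors and activators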
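qHTS, 1536-well; enzyme 4 nM final; cpd up to 77 uM; substrate bovine liver glycogen 30 ug; 50 mM citrate/phosphate pH 5.0, 0.01% Tween-20; 37 C, 40 min; Amplex Red detection 45 min RT; Hill fit → AC50.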
GAA spleen mod = inhibitors or activators of human alpha-glucosidase in spleen homogenate | AID 2112 | Potency, µM (highest dose often 79.9 µM), for inactives: at the highest dose activity change, negative = inhibition, usual class: inhibitors | 240,000 tested, 0.006% active | human spleen homogenate, 4-MU-alpha-glucoside fluorescence | P10253;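 note: 0% = enzyme with vehicle and -100% = no enzyme basal signal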
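AC50 values come from Hill-equation fits of concentration-response data, normalized to no-enzyme and full-activity controls. Enzyme source: 1 ug human spleen homogenate; 1 mM fluorogenic 4-MU glucoside, pH 5.0 citrate buffer, 37 C, 40 min.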
* marks the source's active call; other numbers are inactive results; ? = inconclusive; . = no result given; [ ] = another dose, or the depositor's remark. Unless noted, calls come from the whole dose curve; as a rule, active = well fitted curve in the direction sought with a large enough effect; inconclusive = small, poorly fitted or top-dose-only effect, or another doubt; inactive = no such curve, though single readings can be large; an effect the other way counts as inactive or inconclusive. Potency is the fitted concentration of half-maximal effect. Some of the compounds tested, so the mix of outcomes need not match the whole.

SMILES	GAA inhib	Epigenetic derep	ALDH1A1 inh	aGal spleen mod	NPSR antag	Tau fluor cs	GAA glycogen	GAA spleen mod
O=C(O)C1C2C=CC(O2)C1C(=O)Nc1ccccc1C(F)(F)F (configuration not stated)	-3.4%	0.1%	14.1µM*	11.2%	-1.1%[46.1 µM]	-4.5%	-1.8%	0.4%
O=C(CN1C(=O)C2CCCCC2C1=O)Nc1ccc(S(=O)(=O)Nc2ncccn2)cc1 (configuration not stated)	2.2%	-1.3%	14.8%	1.3%	2.2%	6.7%	12.1%	-1.2%
Cc1cc(C)nc(N2CCCC(C(=O)Nc3ccc4c(c3)OCO4)C2)n1 (configuration not stated)	-1.2%	1.2%	8.0%	2.3%	-13.8%[46.1 µM]	0.0%	4.5%	0.6%
CCN(CC)S(=O)(=O)c1cccc(-c2nnc(SCc3ncc(-c4ccccc4)o3)n2C)c1	-1.5%	0.0%	-6.9%	9.5%	?	1.2%	3.2%	0.4%
CC(C)=CCN1CCN(Cc2c(C)nn(C)c2Cl)CC1CCO (configuration not stated)	-5.5%	1.6%	1.1%	-3.2%	22.3%	5.9%	-14.1%	-11.1%
COc1ccccc1CNc1n[nH]c(NCc2ccccc2OC)n1	-10.7%	-1.1%	-6.1%	5.7%	-18.1%[46.1 µM]	-12.8%	24.9µM*	4.6%
CCCOCC(O)CCc1n[nH]c(=S)n1-c1ccccc1 (configuration not stated)	-4.2%	0.0%	2.3%	-5.8%	5.2%	0.1%	3.1%	2.9%
COc1cc2c(cc1OC)C(c1cccs1)N(C(=O)c1ccncc1)CC2 (configuration not stated)	-11.9%	2.1%	11.1%	-1.6%	-15.9%	1.4%	8.5%	.
Cc1ccccc1CS(=O)(=O)CCC(=O)N1CCN(c2ccc(N3CCOCC3)nn2)CC1	-1.6%	0.0%	?	0.3%	0.2%[46.1 µM]	4.4%	-12.2%	0.0%
CNCc1cn2cc(Cl)ccc2n1	4.6%	-1.0%	3.5%	23.9%	15.0%	-1.8%	-3.1%	-5.4%

Sorted by SMILES length (rising): some entries from above.
SMILES	GAA inhib	Epigenetic derep	ALDH1A1 inh	aGal spleen mod	NPSR antag	Tau fluor cs	GAA glycogen	GAA spleen mod
CCCOCC(O)CCc1n[nH]c(=S)n1-c1ccccc1 (configuration not stated)	-4.2%	0.0%	2.3%	-5.8%	5.2%	0.1%	3.1%	2.9%
COc1ccccc1CNc1n[nH]c(NCc2ccccc2OC)n1	-10.7%	-1.1%	-6.1%	5.7%	-18.1%[46.1 µM]	-12.8%	24.9µM*	4.6%
O=C(O)C1C2C=CC(O2)C1C(=O)Nc1ccccc1C(F)(F)F (configuration not stated)	-3.4%	0.1%	14.1µM*	11.2%	-1.1%[46.1 µM]	-4.5%	-1.8%	0.4%
O=C(CN1C(=O)C2CCCCC2C1=O)Nc1ccc(S(=O)(=O)Nc2ncccn2)cc1 (configuration not stated)	2.2%	-1.3%	14.8%	1.3%	2.2%	6.7%	12.1%	-1.2%
CCN(CC)S(=O)(=O)c1cccc(-c2nnc(SCc3ncc(-c4ccccc4)o3)n2C)c1	-1.5%	0.0%	-6.9%	9.5%	?	1.2%	3.2%	0.4%

(continued)
SMILES	GAA inhib	Epigenetic derep	ALDH1A1 inh	aGal spleen mod	NPSR antag	Tau fluor cs	GAA glycogen	GAA spleen mod
O=C(CN1CCN(S(=O)(=O)c2ccccc2)CC1)Nc1ccc([N+](=O)[O-])cc1	-14.8%	-1.3%	-15.2%	-5.9%	0.8%	-6.9%	7.2%	-16.4%
O=C(CCc1ccccc1)Nc1ccc(N2CCOCC2)cc1	-11.9%	-1.1%	-14.1%	-1.9%	-42.3%[46.1 µM]	-15.4%	4.4%	-2.3%
Cc1nc(NCCOc2ccccc2)sc1C(=O)Nc1ccccc1	.	-1.0%	.	1.9%	-21.9%	-24.7%	-1.1%	3.8%
O=C(CCN1C(=O)c2cccc3cccc(c23)C1=O)NCC1CCCO1 (configuration not stated)	.	0.6%	.	11.2%	-1.2%	0.2%	-0.3%	13.2%
CC(=O)O[C@H]1CC[C@@]2(C)C(CCC3C2CC[C@]2(C)OC(=O)CCC32)C1 (some centres not stated)	4.7%	-1.0%	3.7%	3.2%	-10.2%	0.2%	4.7%	1.5%
CCOC(=O)c1c(NCC2CCCO2)c2ccccc2[nH]c1=O (configuration not stated)	-3.2%	-1.0%	15.8µM*	-4.4%	-14.9%[46.1 µM]	-4.1%	-1.5%	2.9%
CN1C=CC(=C2C(=O)c3ccccc3C2=O)C=C1	-5.4%	-2.9%	-6.4%	-9.9%	-6.9%[46.1 µM]	6.2%	9.2%	-10.9%
O=C(Cc1ccccc1)Nc1ccc(N2CCOCC2)cc1N1CCOCC1	-3.0%	-1.0%	1.7%	5.3%	-2.6%[46.1 µM]	-2.4%	1.8%	4.8%
C=CCS(=O)(=O)c1nc2ccccc2s1	-2.7%	3.1%	0.794µM*	4.9%	18.6%[46.1 µM]	-3.0%	8.9%	-2.4%
CCOC(=O)C1=NN(c2ccccc2)C(=O)C1	.	-1.8%	.	4.1%	-14.0%	-23.0%	?	-0.3%
CC(C)(C)C(=O)Nc1nc2cc3c(cc2s1)OCO3	.	1.6%	.	5.9%	0.3%	-8.8%	-10.2%	-0.6%
Nn1c(SCc2cccc(F)c2)nnc1-c1ccncc1	.	-0.3%	.	17.0%	15.5%	-15.1%	7.8%	4.8%
O=C(Nc1nncs1)c1c(F)c(F)c(F)c(F)c1F	-10.4%	-2.1%	17.8µM*	-0.9%	-7.7%[46.1 µM]	3.5%	-8.2%	-4.1%
Nc1nc(-c2ccccc2)cc(N2CCCCC2)n1	-5.7%	0.7%	4.5%	-9.6%	20.4%[46.1 µM]	-2.6%	11.2%	-11.4%
CCc1ccc(NC(=O)C(=O)NCC(O)c2ccccc2)cc1 (configuration not stated)	10.2%	2.3%	3.4%	1.1%	21.9%	-1.8%	-23.1%	-4.9%
COC(=O)NC(=S)N1CCOCC1	5.6%	6.5%	?	0.5%	10.8%	-10.0%	5.8%	-4.6%
CC(=O)N1N=C(c2cccc([N+](=O)[O-])c2)OC1c1cccc(Br)c1 (configuration not stated)	7.1%	0.4%	?	2.3%	-40.8%	-22.9%	-1.8%	.
S=c1[nH]ccn1-c1ccc(Cl)cc1	5.4%	0.0%	-9.1%	-15.7%	3.3%	7.0%	-2.1%	0.0%
CCN(CC(=O)Nc1c(C(=O)OC)[nH]c2ccc(C)cc12)c1ccc2c(c1)OCO2	-9.0%	-2.6%	14.1µM*	-2.0%	-12.7%[46.1 µM]	?	-10.4%	-4.5%
O=C1NCCN/C1=C\C(=O)c1cccc(Br)c1	.	4.9%	.	1.2%	26.1%	-3.0%	-3.2%	1.5%
CN(C(=O)COC(=O)c1nc(-c2ccccc2)n(-c2ccccc2)n1)C1CCS(=O)(=O)C1 (configuration not stated)	-3.8%	-1.0%	2.1%	-20.4%	-16.5%[46.1 µM]	2.8%	0.4%	-12.9%
COc1c2ccoc2nc2c(OC)c(OCC(OC(C)=O)C(C)(C)O)ccc12 (configuration not stated)	.	-3.0%	?	-7.6%	5.9%	-10.5%	13.0%	-5.0%
COc1ccc(OC)c(NC(=O)Nc2cccc3ccccc23)c1	3.8%	-6.0%	?	3.1%	-4.1%[46.1 µM]	-1.1%	6.9%	1.0%
Nc1[nH]c(N=NC(=O)c2ccc(F)cc2)c2ccccc12	0.9%	-2.9%	0.1%	-1.6%	-5.3%	7.2%	-3.1%	-2.7%
CCOc1cc(-c2c(C)c(CC)nc(N)c2C#N)ccc1O	-0.1%	-1.6%	7.1%	7.3%	0.3%[46.1 µM]	-2.7%	-14.5%	1.6%
O=C(Nc1nccs1)c1ccc(S(=O)(=O)NCc2cccs2)cc1	2.2%	0.0%	9.3%	-2.7%	-13.7%[46.1 µM]	-20.5%	4.3%	-2.5%
COC(=O)c1c(-c2cccc3ccccc23)csc1NC(=O)Cc1ccc(OC)c(OC)c1	-2.8%	-1.0%	11.3%	-1.2%	-15.5%[46.1 µM]	-19.3%	-13.1%	-7.6%
O=C(NC1CCCCC1)c1ccc(CS(=O)(=O)Cc2ccccc2F)o1	2.9%	1.0%	2.1%	-4.8%	0.9%[46.1 µM]	-3.0%	7.3%	-2.8%
CC(C(=O)Nc1cccc([N+](=O)[O-])c1)N1CCN(C/C=C/c2ccccc2)CC1 (configuration not stated)	-4.2%	-1.1%	-0.4%	-6.7%	-2.0%	-9.9%	15.0%	-7.4%
O=C(/C=C/c1ccc(F)cc1)NC(=S)N1CCOCC1	6.2%	11.1%	?	13.9%	-9.8%	-12.2%	-11.5%	-2.8%
CCOC(=O)c1snc(-c2ccc(F)cc2)c1N	1.5%	2.1%	10µM*	-6.5%	?	-11.4%	0.1%	-2.8%
CC(=O)Oc1ccc(Cn2cnc3cc4ccccc4cc32)cc1	-0.8%	11.9%	?	0.6%	-33.3%[46.1 µM]	-15.7%	0.9%	-6.1%
CC(=O)c1ccc(N(C(=O)CS(=O)CC(=O)Nc2ccc(F)cc2)C(C(=O)NC2CCCCC2)c2cccs2)cc1 (configuration not stated)	-7.8%	-1.0%	-2.6%	0.4%	5.6%	-14.8%	-13.9%	0.3%
O=c1oc2ccccc2c(O)c1Cc1cc(Cl)c2cccnc2c1O	?	2.1%	?	-19.7%	13.9%	?	-2.0%	-0.6%
COc1cc2c(cc1NC(=O)Nc1ccc(F)cc1)oc1ccccc12	6.3%	-3.2%	0.9%	1.8%	-27.1%	6.31µM*[quencher]	4.6%	-4.3%
O=C(CSc1nnc(SCc2ccc(Cl)cc2)s1)N/N=C/c1c(Cl)cccc1Cl	0.3%	0.0%	1.2%	5.4%	-50.6%	-13.7%	-4.8%	-15.4%
CC(=O)c1cn(CC(=O)Nc2ccccc2C)c2ccccc12	9.6%	0.0%	-4.6%	6.9%	17.0%[46.1 µM]	-5.3%	11.1%	1.1%
COc1ccc(S(=O)(=O)N2CCOCC2)cc1NC(=O)CSc1nnc2ccccn12	?	-1.5%	6.6%	-1.3%	7.6%	4.7%	2.0%	-5.7%
O=[N+]([O-])c1ccccc1/C=N/NC1=NCCCCC1	-3.3%	4.6%	?	-2.7%	-12.7%[46.1 µM]	-4.2%	8.3%	-8.1%
Cc1cccc(-c2n[nH]c(S(C)(=O)=O)c2C#N)c1	.	-0.3%	.	2.3%	-0.5%[7.67 µM]	-0.7%	3.9%	-0.2%
